High-throughput results from PubChem BioAssay.
PfGluPho inh: PfG6PD (Plasmodium falciparum) enzyme inhibition. PfGluPho enzyme, NADPH resazurin-diaphorase fluorescence. inhibition, % at 20 µM. actives 0.78% (n = 350,000);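 active = inhibition reaching at least a set limit at 20 µM in the primary screen, cut at about 59% in these data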;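 note: 0% = DMSO wells with substrate and 100% = DMSO wells lacking glucose-6-phosphate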
SENP8 block-1: inhibitors of human SENP8 protease. Q96LD8. purified SENP8, Z-RLRGG-aminoluciferin cleavage, luminescence. inhibition, % at 10 µM. actives 1.2% (n = 330,000). AID 2540; in the data active = inhibition above about 50%
Target sequence (Q96LD8 whole entry, looked up): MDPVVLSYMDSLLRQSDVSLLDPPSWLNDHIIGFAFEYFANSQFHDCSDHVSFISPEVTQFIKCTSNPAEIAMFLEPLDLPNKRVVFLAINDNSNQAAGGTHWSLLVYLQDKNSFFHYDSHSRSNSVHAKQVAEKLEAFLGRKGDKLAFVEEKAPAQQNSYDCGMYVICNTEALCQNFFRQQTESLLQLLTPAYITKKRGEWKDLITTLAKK
SENP8 block-2: SENP8 (human) protease inhibition; Q96LD8; recombinant SENP8, Nedd8 substrate fluorescence; inhibition, % at 20 µM; actives 0.64% (n = 360,000); AID 602440; in the data active = inhibition mostly above about 40%, no sharp cut-off; inactive = mostly below about 27%
SENP7 inh: inhibitors of human SENP7 protease | inhibition, % at 5 µM | recombinant SENP7, Z-RLRGG-aminoluciferin luminescence, 40 min | Q9BQF6 | actives 1.5% (n = 330,000);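 active = inhibition above about 50% at the single test dose, limit read from the data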;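 note: plate controls were DMSO with enzyme for no effect and no enzyme buffer wells for full effect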
Target sequence (Q9BQF6 706-1050 limits assumed): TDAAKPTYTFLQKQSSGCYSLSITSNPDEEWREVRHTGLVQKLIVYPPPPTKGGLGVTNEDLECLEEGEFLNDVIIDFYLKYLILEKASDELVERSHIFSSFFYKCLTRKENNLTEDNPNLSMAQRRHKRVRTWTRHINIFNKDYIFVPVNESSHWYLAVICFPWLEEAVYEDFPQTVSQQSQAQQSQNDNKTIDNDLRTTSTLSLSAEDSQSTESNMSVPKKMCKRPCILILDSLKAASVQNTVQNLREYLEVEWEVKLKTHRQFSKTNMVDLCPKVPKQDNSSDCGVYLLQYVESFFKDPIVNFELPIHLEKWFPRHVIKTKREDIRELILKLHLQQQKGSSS
HKDC1 inhibitor: blocks human hexokinase HKDC1 activity. Q2TB90. recombinant HKDC1, G6PDH/diaphorase resazurin coupled fluorescence. inhibition, % at 20 µM. actives 0.16% (n = 340,000). AID 493160;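 active = inhibition above about 35% when tested at 20 µM, limit read from the data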;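 note: plate controls were DMSO wells with enzyme for no effect and DMSO wells lacking enzyme for full effect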
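Test system: Recombinant HKDC1 (HK5) hexokinase enzyme, produced in-house | Input: HKDC1 at 5 µg/mL | Buffer or medium: Tris pH 8.0 buffer with MgCl2, Tween-20, BSA, BME | Schedule: 90 min reaction incubation at room temperature, dark | Technique: Resazurin-to-resorufin fluorescence via G6PDH and diaphorase coupling, 525/613 nm | Controls: DMSO wells with and without enzyme mix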
SENP6 inh: blocks the human protease SENP6; Recombinant SENP6 catalytic domain, aminoluciferin luminescence; actives 1.8% (n = 330,000); inhibition, % at 10 µM; Q9GZR1;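 active = inhibition above about 50% at the single tested dose, limit read from the data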;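 note: plate controls were DMSO wells with enzyme for no effect and DMSO wells lacking enzyme for full effect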
NALP3 yeast inh: NALP3 inhibition in yeast; Yeast reconstituted NLRP3/ASC/caspase-1, beta-gal luminescence, 24 h; actives 0.39% (n = 330,000); inhibition, % at 10 µM; AID 2825;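 active = inhibition of 50% or more; inactive = inhibition below 50%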;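 note: plate controls were induced DMSO wells for no effect and uninduced yeast grown without galactose for full effect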
Apaf1 inhib: blocks human Apaf-1 apoptosome activity. inhibition, % at 20 µM. actives 0.71% (n = 330,000). O14727. reconstituted apoptosome caspase-3 activity, DEVD-Rh110 fluorescence; active = inhibition of at least 40% at 20 µM;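 note: plate controls were DMSO wells for no effect and DEVD-CHO caspase inhibitor wells for full effect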
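Assay system: Apoptosome proteins | Medium: pH 7.5 Hepes buffer with CHAPS, BSA, DTT | Also added: Cytochrome c and DEVD-Rh110 substrate | Times: 30 min plus 50 min, RT | Detection: Rhodamine 110 fluorescence at Ex 480/Em 540 nm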
SENP1 inh: inhibitors of human SENP1 SUMO protease catalytic domain; AID 624204; actives 0.21% (n = 360,000); recombinant SENP1 catalytic domain, CyPet-SUMO1-YPet FRET cleavage; Q9P0U3; inhibition, % at 10 µM;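 active = inhibition at least 30% at 10 µM, raw YFP signal under a set limit, fluorescence ratio 0.5 to 1.5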;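 note: 0% = enzyme with DMSO and 100% = no enzyme wells; some results filed as inactive read as strong as hits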
Target sequence (Q9P0U3 419-644 limits assumed): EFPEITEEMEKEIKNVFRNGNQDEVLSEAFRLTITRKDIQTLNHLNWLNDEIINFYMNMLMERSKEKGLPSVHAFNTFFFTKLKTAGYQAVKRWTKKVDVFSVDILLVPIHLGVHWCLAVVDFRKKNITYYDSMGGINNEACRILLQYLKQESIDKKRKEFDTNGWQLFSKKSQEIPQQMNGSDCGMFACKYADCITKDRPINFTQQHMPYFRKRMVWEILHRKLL
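Controls: no-enzyme wells low, DMSO-plus-enzyme wells high control. Test system: human recombinant His6-tagged SENP1 catalytic domain enzyme. Reagent: SFCypet-SUMO1-SFYpet FRET protein substrate, 25 nM final. Doses: one dose per compound, 10 µM, 0.5% DMSO. Detection: FRET, CFP and YFP emission. Timing: 50 min reaction at room temperature.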
* = called active by the depositor; . = no result given; & = joins results of further samples.

cpd	structure	NALP3 yeast inh	PfGluPho inh	SENP7 inh	SENP8 block-1	HKDC1 inhibitor	SENP6 inh	SENP1 inh	Apaf1 inhib	SENP8 block-2
1	Cc1cccc(N2CCN(C(=O)C3CCC(=O)N(C4CC4)C3)CC2)c1C (stereo not given)	11	8	-2	-10	-4	-10	3	-2	2
2	COc1ccc(/C=N\NC(=O)C2C(=O)NCC2c2ccccc2)cc1O (stereo not given)	1	1	1	-1	2	-10	-11	1	-42
3	O=C(CCCCC(=O)NN=Cc1ccc(Cl)cc1)NN=Cc1ccc(Cl)cc1	.	16	.	.	-9	.	1	.	6
4	COCc1cc(C)nc(SCC(=O)Nc2ccc(C)c(C)c2)c1C#N	-7	7	3	-4	-7	-2	-15	3	-72
5	COc1ccc(Cc2n[nH]c(=S)n2-c2ccc3c(c2)OCCO3)cc1	15	28	-7	-2	-13	-56	0	11	4
6	O=C(NC(=S)N1CCN(c2ccc(Cl)cc2[N+](=O)[O-])CC1)c1cccs1	.	-27	.	.	0	.	-5	.	18
7	COc1cccc(OC)c1C(=O)Nc1cc(C)nn1-c1nc2ccccc2[nH]1	10	7	3	-5	-11	10	1	4	8
8	COc1ccc(C(=O)Nc2ccccc2NC(=O)c2ccco2)cc1OC	0	4	8	1	5	-3	2	6	11
9	Cc1ccc(NC(=O)COC(=O)CNC(=O)C2CCCCC2)c(Br)c1	8	-20	6	1	17	0	2	-6	14
10	O=c1[nH]c(C2CCCN(S(=O)(=O)c3ccccc3)C2)nc2c1nnn2Cc1ccc(OC(F)(F)F)cc1 (stereo not given)	-1	-6	-2	4	-2	-11	4	33	2
11	CCC1(c2ccc(F)cc2)NC(=O)N(CC(=O)Nc2ccc(S(N)(=O)=O)cc2)C1=O (stereo not given)	19	-9	3	-4	3	0	2	-13	8
12	COc1ccc(-c2noc3c2-c2nc(C4CCCCC4)sc2CC3)cc1	0	1	3	0	3	-14	0	0	10
13	CNC(=O)CSCc1c(F)cccc1Cl	6	-1	-8	-14	-12	-13	0	-4	10
14	Cc1cc(N2CCN(C)CC2)nc2ccc(NC(=S)N3CCN(c4cccc(Cl)c4)CC3)cc12	16	15	-5	-2	2	1	-23	22	-298
15	CC(C)c1nc(CNC(=O)CC2C(=O)NCCN2Cc2ccoc2)cs1 (stereo not given)	17	-6	3	-2	-4	15	-1	9	-3
16	CCOC(=O)c1cnc(SCC#N)nc1N	10	0	8	-1	4	-8	1	-4	13
17	CC1(C)CC(=O)C=C(NC2CC(C)(C)NC(C)(C)C2)C1	4	-5	2	-7	-8	-4	1	-19	12
18	CNS(=O)(=O)c1ccc(NC(=O)Nc2cccc(F)c2)cc1	7	-4	-13	-16	-7	-3	2	9	-6
19	Cc1ccc(CCNC(=O)CCc2nc3ccccc3[nH]2)cc1	7	-17	10	-7	3	1	3	4	15
20	O=C(CCl)N1CCN(S(=O)(=O)c2ccc3ccccc3c2)CC1	13	-2	5	5	23	-10	1	8	9

Just NALP3 yeast inh (two entries from above):
| nr | canonical_smiles | NALP3 yeast inh |
| --- | --- | --- |
| 13 | CNC(=O)CSCc1c(F)cccc1Cl | 6 |
| 20 | O=C(CCl)N1CCN(S(=O)(=O)c2ccc3ccccc3c2)CC1 | 13 |

(listing goes on)
cpd	structure	NALP3 yeast inh	PfGluPho inh	SENP7 inh	SENP8 block-1	HKDC1 inhibitor	SENP6 inh	SENP1 inh	Apaf1 inhib	SENP8 block-2
21	CC(=O)OCC1OC(OC2C[C@]3(C)C(CC(O)C4C([C@](C)(CCC=C(C)C)OC5OC(CO)C(O)C(O)C5O)CC[C@]43C)[C@@]3(C)CCC(O)C(C)(C)C23)C(O[C@@H]2OC(C)C(O)C(O)C2O)C(O)C1O (stereo not given in full)	13	-1	-4	-11	2	-14	0	10	8
22	CN(Cc1ccccc1)S(=O)(=O)c1nnc(NC(=O)c2ccc(F)cc2)s1	6	78*	-2	-4	-2	-3	-2	-12	-156
23	O=C(NCCCN1CCCC1=O)c1ccc(S(=O)(=O)Nc2cccc(C(F)(F)F)c2)cc1	4	-7	-9	-10	-2	-17	2	5	-6
24	COc1ccc(/C=N/NC(=O)c2cccc(O)c2)cc1Cn1nc(C)c([N+](=O)[O-])c1C	23	9	4	-3	-15	-16	0	8	12
25	Cn1c(CCNC(=O)C2CCCCC2)nc2cc([N+](=O)[O-])ccc21	-8	-16	-14	2	3	-21	2	-14	10
26	COCCNC(=O)/C(C#N)=C/c1c(N2CCN(c3ccc(OC)cc3)CC2)nc2c(C)cccn2c1=O	17	-11	-12	-8	-6	-3	-58	18	-296
27	CC(C)n1c(=S)[nH]c2cc(Cl)ccc21	25	52	2	2	7	1	-1	-5	5
28	Cc1noc(C)c1CSc1nc2ccccc2s1	5	8	-12	-11	4	5	-1	-1	25
29	O=C1N(c2ccc(Cl)c(Cl)c2)CN(Cc2ccccc2)CN1n1cnnc1	11	2	4	-3	-8	12	3	6	8
30	O=C(O)c1ccccc1C(=O)Nc1ccc(-n2nccc2C(F)(F)F)cc1	1	-10	3	-1	-4	-16	1	-19	-42
31	Cc1ccc(-c2ccc(/C=C3/NC(=O)NC3=O)o2)cc1[N+](=O)[O-]	.	-4	.	.	6	.	-1	.	16
32	Nc1c(Br)cc(Br)cc1CNC1CCC(O)CC1 (stereo not given)	-1	5&1	7	-5	-7&-1	-3	0&-1	21	6&9
33	NC(=O)OCC(O)COc1ccc(Cl)cc1 (stereo not given)	17	12	10	4	-3	4	-1	-4	7
34	COc1ccc(Cl)cc1NC(=O)CN1CCc2ccccc21	4	8	4	12	-10	-1	-7	11	0
35	COc1ccccc1OCC(=O)N(Cc1nc(-c2ccc(Cl)cc2)no1)C(C)C	24	12	4	4	-2	0	1	22	8
36	Cn1c(=O)n(C)c2cc(C(=O)c3ccccc3)ccc21	7	11	5	-4	0	10	-3	-25	-9
37	O=[N+]([O-])c1ccc(S(=O)(=O)NCCS(=O)(=O)N2CCN(c3ccccc3)CC2)cc1	15	13	-1	2	-3	-16	0	6	9
38	O=C1c2ccccc2[C@@H]2C[C@@H](O)[C@H](Nc3cccc(Cl)n3)CCN12	.	13	-3	.	4	.	-1	6	8
39	COc1ccc(-c2nc3ccccc3c(=O)n2CCN2CCOCC2)cc1	15	3	0	-4	-1	-12	3	-19	18
40	Cn1cc(CNCc2cn(C)nc2-c2ccc(C3CCCCC3)cc2)cn1	4	8	0	-5	-5	-6	-1	21	21

Later entries:
cpd	structure	NALP3 yeast inh	PfGluPho inh	SENP7 inh	SENP8 block-1	HKDC1 inhibitor	SENP6 inh	SENP1 inh	Apaf1 inhib	SENP8 block-2
41	COc1ccc(O)c(C(=O)c2cc(SCC(=O)O)c3nc4sc5c(c4c(=O)n3c2)CCCC5)c1	15	-20	1	10	19	11	-21	5	-6
42	CCCS(=O)(=O)N1CCCC(C(=O)NCCN2CCCCC2C)C1 (stereo not given)	19	-1	4	-1	-5	-16	-24	6	36
43	O=C1c2ccccc2C(=O)c2c1cccc2-n1nnc2ccccc21	14	7	5	0	3	-11	0	5	32
44	Cn1c(=O)n(C)c2cc(CN3C(=O)OC(C)(C)C3(C)O)ccc21 (stereo not given)	18	-7	-15	-11	-1	-22	-1	11	7
45	Clc1ccc(-n2nnnc2-c2cnc3ccccc3c2-c2ccccc2)cc1	13	18	-6	-10	2	-7	2	28	14
46	Cc1csc(Nc2ccccc2C(F)(F)F)n1	26	24	0	-8	4	10	2	5	27
47	O=C1NC(c2cccnc2)C(C(=O)c2cccs2)C(O)(C(F)(F)F)N1 (stereo not given)	4	-3	6	-4	0	0	0	-1	20
48	CC1CCc2nc(NC(=O)c3cc(C(C)(C)C)nn3C)sc2C1 (stereo not given)	21	4	3	-2	-1	-10	-1	-1	-43

Rewritten in transposed form: 11 of the compounds above.
35. COc1ccccc1OCC(=O)N(Cc1nc(-c2ccc(Cl)cc2)no1)C(C)C
36. Cn1c(=O)n(C)c2cc(C(=O)c3ccccc3)ccc21
37. O=[N+]([O-])c1ccc(S(=O)(=O)NCCS(=O)(=O)N2CCN(c3ccccc3)CC2)cc1
38. O=C1c2ccccc2[C@@H]2C[C@@H](O)[C@H](Nc3cccc(Cl)n3)CCN12
39. COc1ccc(-c2nc3ccccc3c(=O)n2CCN2CCOCC2)cc1
40. Cn1cc(CNCc2cn(C)nc2-c2ccc(C3CCCCC3)cc2)cn1
41. COc1ccc(O)c(C(=O)c2cc(SCC(=O)O)c3nc4sc5c(c4c(=O)n3c2)CCCC5)c1
42. CCCS(=O)(=O)N1CCCC(C(=O)NCCN2CCCCC2C)C1 (stereo not given)
43. O=C1c2ccccc2C(=O)c2c1cccc2-n1nnc2ccccc21
44. Cn1c(=O)n(C)c2cc(CN3C(=O)OC(C)(C)C3(C)O)ccc21 (stereo not given)
45. Clc1ccc(-n2nnnc2-c2cnc3ccccc3c2-c2ccccc2)cc1

| Screen / compound no. | 35 | 36 | 37 | 38 | 39 | 40 | 41 | 42 | 43 | 44 | 45 |
| --- | --- | --- | --- | --- | --- | --- | --- | --- | --- | --- | --- |
| NALP3 yeast inh | 24 | 7 | 15 | . | 15 | 4 | 15 | 19 | 14 | 18 | 13 |
| PfGluPho inh | 12 | 11 | 13 | 13 | 3 | 8 | -20 | -1 | 7 | -7 | 18 |
| SENP7 inh | 4 | 5 | -1 | -3 | 0 | 0 | 1 | 4 | 5 | -15 | -6 |
| SENP8 block-1 | 4 | -4 | 2 | . | -4 | -5 | 10 | -1 | 0 | -11 | -10 |
| HKDC1 inhibitor | -2 | 0 | -3 | 4 | -1 | -5 | 19 | -5 | 3 | -1 | 2 |
| SENP6 inh | 0 | 10 | -16 | . | -12 | -6 | 11 | -16 | -11 | -22 | -7 |
| SENP1 inh | 1 | -3 | 0 | -1 | 3 | -1 | -21 | -24 | 0 | -1 | 2 |
| Apaf1 inhib | 22 | -25 | 6 | 6 | -19 | 21 | 5 | 6 | 5 | 11 | 28 |
| SENP8 block-2 | 8 | -9 | 9 | 8 | 18 | 21 | -6 | 36 | 32 | 7 | 14 |
